HP1b binding inh: inhibitors of HP1-beta chromodomain binding to methylated histone tails; AlphaScreen HP1-beta / biotin-H3K9me3 peptide binding; Potency, µM (titrated, usually from 114 µM), inactives show top-dose activity change, negative = inhibition, actives largely listed as inhibitors; hit rate 0.56% among 390,000; AID 540317; also: potency is read from the fitted curve at half-maximal effect; nearly all actives have a fitted effect of over 70% in size; inactives centre near 23
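HP1-beta protein (50 nM final) preincubated 30 min at room temperature with biotinylated H3(1-18)K9me3 peptide (50 nM) in PBS pH 7.4, 0.01% Tween-20, then compound added for 30 min. AlphaScreen streptavidin donor/nickel chelate acceptor beads (10 ug/mL final), 30 min dark, luminescence read.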
G9a inh: blocks human histone lysine methyltransferase G9a | Q96KQ7 | G9a H3K9 monomethylation, AlphaScreen, 2 h | Potency, µM (series often up to 102 µM), for inactives: at the top dose activity, negative = inhibition, usual class: inhibitors | hit rate 8.8% among 350,000; also: potency is read from the fitted curve at half-maximal effect; % is scaled to controls: 0 for no effect and ±100 for the full control effect; nearly all actives have a fitted effect of over 75% in size
Target sequence (Q96KQ7 913-1193 limits assumed): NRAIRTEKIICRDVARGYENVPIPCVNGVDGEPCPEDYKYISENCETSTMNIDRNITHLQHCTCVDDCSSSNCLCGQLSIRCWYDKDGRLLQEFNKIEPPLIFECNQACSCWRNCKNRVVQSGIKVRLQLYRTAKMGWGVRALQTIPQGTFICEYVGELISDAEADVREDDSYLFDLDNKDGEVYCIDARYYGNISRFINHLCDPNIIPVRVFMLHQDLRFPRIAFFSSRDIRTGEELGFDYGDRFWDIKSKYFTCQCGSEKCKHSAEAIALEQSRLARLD
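G9a (20 nM) was preincubated 15 min with compound, then reacted 2 h at room temperature with 500 nM biotin-H3K9 peptide and 20 µM SAM. Monomethyl-H3K9 detected by AlphaScreen using anti-H3K9me1 antibody.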
BAZ2B inh: inhibitors of human BAZ2B bromodomain | AID 504333 | Potency, µM (top dose mostly 114 µM), without a hit: at the highest dose activity change, negative = inhibition, hits mostly inhibitors | AlphaScreen BAZ2B-H3K14Ac peptide displacement | hit rate 4.4% among 360,000; also: potency is read from the fitted curve at half-maximal effect; % is scaled to controls: 0 for no effect and ±100 for the full control effect; nearly all actives have a fitted effect of over 60% in size
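Protein-peptide AlphaScreen: BAZ2B 50 nM, b-H3K14Ac 50 nM, 1x PBS pH 7.4 + 0.01% Tween-20. Preincubation 30 min RT; cpd 30 min RT (top 110 uM); beads 20 min RT, light-protected.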
Tb PGK inh: inhibitors of T. brucei phosphoglycerate kinase; Potency, µM (titrated, usually from 57.5 µM), for the others: at the highest dose activity change, negative = inhibition, actives largely listed as inhibitors; PGK/GAPDH coupled, Kinase-Glo luminescence, 60 min; hit rate 0.043% among 380,000; also: potency is read from the fitted curve at half-maximal effect; % is scaled to controls: 0 for no effect and ±100 for the full control effect; nearly all actives have a fitted effect of over 60% in size
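Recombinant glycosomal PGK reaction used 1,3-bisphosphoglycerate generated in-well by GAPDH (100nM final) in 100mM TEA pH 7.6, 5mM MgCl2, 0.01% Tween-20. After 60 minutes at room temperature, ATP was read by Kinase-Glo Plus luminescence end-point.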
GLS inh: blocks human kidney-isoform glutaminase activity; O94925; GLS enzymatic activity, qHTS titration; Potency, µM (top dose mostly 45.5 µM), without a hit: at the highest dose activity change, negative = inhibition, usual class: inhibitors; hit rate 0.21% among 410,000; also: potency is read from the fitted curve at half-maximal effect; % is scaled to controls: 0 for no effect and ±100 for the full control effect
Target sequence (O94925 whole entry, looked up, canonical isoform): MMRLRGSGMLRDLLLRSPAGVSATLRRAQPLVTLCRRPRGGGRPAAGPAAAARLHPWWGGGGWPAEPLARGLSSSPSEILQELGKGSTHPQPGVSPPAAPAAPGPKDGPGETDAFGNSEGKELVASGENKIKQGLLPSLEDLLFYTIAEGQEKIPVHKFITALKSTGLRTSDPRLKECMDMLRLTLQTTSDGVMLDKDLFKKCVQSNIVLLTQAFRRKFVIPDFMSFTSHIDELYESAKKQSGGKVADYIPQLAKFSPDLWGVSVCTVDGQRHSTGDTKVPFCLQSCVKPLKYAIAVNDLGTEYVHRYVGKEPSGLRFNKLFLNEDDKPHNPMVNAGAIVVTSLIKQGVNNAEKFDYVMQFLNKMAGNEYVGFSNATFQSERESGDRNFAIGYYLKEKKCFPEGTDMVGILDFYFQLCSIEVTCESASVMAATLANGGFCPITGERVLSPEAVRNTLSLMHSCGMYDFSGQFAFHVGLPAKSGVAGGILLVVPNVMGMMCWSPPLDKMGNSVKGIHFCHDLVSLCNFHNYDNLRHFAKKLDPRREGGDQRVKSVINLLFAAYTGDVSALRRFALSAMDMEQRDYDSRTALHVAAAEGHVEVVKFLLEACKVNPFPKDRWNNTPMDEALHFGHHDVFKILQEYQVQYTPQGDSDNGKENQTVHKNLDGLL
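Compounds were pin-transferred onto hKGA, after which L-glutamine (1 mM solution) and a detection mix of glutamate oxidase, HRP and Amplex Red were added. Initial and 30 min RT fluorescence reads were collected.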
Pin1 inhibitor: inhibitors of human Pin1. Potency, µM (series often up to 115 µM), without a hit: at the highest dose activity, negative = inhibition, actives largely listed as inhibitors. Pin1 FP peptide displacement, HiFluor488, 10 min. hit rate 0.009% among 390,000. AID 504891; active = well fitted inhibition curve with a large enough effect in the polarisation, with a control signal flat, not every such curve was filed as active; inconclusive = small, poorly fitted or top-dose-only effect, or effect the other way, or a change in a side signal; inactive = no such curve, though single readings can be large or run the other way; the % refers to the polarisation; also: potency is read from the fitted curve at half-maximal effect; % is scaled to controls: 0 for no effect and ±100 for the full control effect
Pol eta inh: DNA polymerase eta (human) inhibition; hit rate 1.2% among 390,000; Q9Y253; recombinant Pol eta, fluorescent DNA replication assay; Potency, µM (top dose mostly 114 µM), inactives show at the top dose activity change, negative = inhibition, hits mostly inhibitors; also: potency is read from the fitted curve at half-maximal effect; % is scaled to controls: 0 for no effect and ±100 for the full control effect
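Pol eta (10 nM) was preincubated with compounds for 15 min at room temperature, after which fluorescent replication substrate (50 nM final) was added to start the reaction. Fluorescence was read kinetically at 0 and 10 min.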
JMJD2A Tudor: inhibitors of human JMJD2A Tudor domain. Potency, µM (top dose mostly 114 µM), without a hit: top-dose activity change, negative = inhibition, most hits filed as inhibitors. AID 504339. O75164. hit rate 4.4% among 390,000. AlphaScreen JMJD2A-Tudor / H3K4me3 peptide binding; also: potency is read from the fitted curve at half-maximal effect; % is scaled to controls: 0 for no effect and ±100 for the full control effect; nearly all actives have a fitted effect of over 50% in size
PI4K2A inh: inhibitors of human PI4K2A. purified PI4K2A, ADP-Glo luminescence, 1 h; active compounds read low. hit rate 0.13% among 420,000. activity change, negative = inhibition, % at 76.9 µM. AID 1346378; in the data active = activity change below about -50%; inconclusive = mostly about -30% to -49%;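 also: -100% = wells without enzyme as full effect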
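In this quantitative HTS, ADP production by PI4K2A was quantified luminescently after 1 h at ambient temperature; 100 microM adenosine served as plate-quality control.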
Active calls of the source: *; i = inactive; ? = inconclusive; · = not tested or not shown; [ ] = dose if it differs, or a comment. Unless noted, calls follow the shape of the dose curve; as a rule, active = well fitted curve in the direction sought with a large enough effect; inconclusive = small, poorly fitted or top-dose-only effect, or another doubt; inactive = no such curve, though single readings can be large; an effect the other way counts as inactive or inconclusive. Only part of the results is shown; count on the stated rates, not on these rows.

entry	PI4K2A inh	Pin1 inhibitor	JMJD2A Tudor	Tb PGK inh	HP1b binding inh	Pol eta inh	G9a inh	GLS inh	BAZ2B inh	smiles
1	2.4	-3.7%	-13.2%	-4.5%	12.0%	0.7%	5.0%	4.0%	0.7%	CCOc1ccc(N(Cc2cc3cc(OC)ccc3[nH]c2=O)C(=O)C2CCCO2)cc1 (centres undefined)
2	-2.1	0.1%	-7.9%	1.3%	37.2%	-26.5%	·	5.0%	·	CCCCCCCCNS(=O)(=O)CCNCc1ccccc1OC
3	-11.9	?	56.2µM*	-13.5%	-28.2%	22.4µM*	?	-17.4%	-2.8%	CCOC(=O)C1=C(O)/C(=C\c2ccc(CNS(=O)(=O)c3ccc(Br)cc3)o2)N=C1C
4	-2.3	·	·	i	·	4.7%	·	1.0%	·	COc1ccccc1S(=O)(=O)N(C)C[C@@H]1OCc2cnnn2CCCC(=O)N([C@H](C)CO)C[C@H]1C
5	-6.6	2.0%	-13.4%	4.3%	41.9%[activator]	-18.7%	-2.4%[59 µM]	0.7%	-2.1%	Cn1c(=O)oc2cc(S(=O)(=O)NC3CCN(Cc4ccccc4)CC3)ccc21
6	6.5	0.6%	-16.6%	i	4.8%	1.9%	0.7%[59 µM]	0.2%	-1.0%	CCOC(=O)c1cccc(NC(=O)c2ccc3c(c2)nnn3CC)c1
7	3.1	-2.0%	-9.7%	i	10.5%	-20.1%	23.8%	1.8%	12.7%	CC(C)C(OC(=O)Cn1nnc2ccccc21)C(=O)NC1CCCC1 (centres undefined)
8	2.3	-1.7%	-2.1%	6.4%	41.2%[activator]	-3.4%	·	-0.8%	-0.8%	CN(CCc1ccccn1)C(=O)CCC1CCCN(C(=O)c2ccc3c(c2)OCCO3)C1 (centres undefined)
9	-6.9	1.7%	-11.3%	i	6.1%	-8.4%	19.9%[59 µM]	8.0%	-7.2%	COc1ccc(NC(C)=O)cc1CNC(=O)COc1c(C)c(C)cc(C)c1C
10	4.9	0.5%	6.8%	-8.9%	18.9%	8.4%	13.3%[59 µM]	-1.6%	-6.0%	COc1ccc(NC(=O)C2CC(=O)OC23CCCCC3)cc1 (centres undefined)
11	-2.5	5.0%	-27.0%	-0.5%	14.5%	-5.9%	·	6.5%	·	O=C(c1ccc(Br)c(S(=O)(=O)N2CCOCC2)c1)N1CCN(C/C=C/c2ccccc2)CC1
12	1.0	1.1%	-4.8%	7.7%	11.8%[57 µM]	-3.0%	9.1%[59 µM]	-3.4%	0.7%	Cc1ccc(NC(=O)c2ccc(-n3c(C)nnc3C)cc2)cc1F
13	5.6	-0.7%	?	4.2%	-10.8%	0.0%	?	37.3%[activator]	?	COc1ccc(N/N=C(/C#N)S(=O)(=O)c2nsc(C)c2C#N)cc1
14	-3.4	1.6%	79.4µM*	-1.4%	69.1%[activator]	-25.2%	36.2%	-1.5%	?	COCc1nnc(NC(=O)c2ccc(S(=O)(=O)N3CCCCCC3)cc2)o1
15	-1.1	-18.5%	-34.9%	-2.8%	-12.9%	-13.0%	-5.8%	3.7%	-28.3%	Cc1ccc(C)c(S(=O)(=O)NCc2ccc(C(=O)N3CCN(c4ccccc4)CC3)cc2)c1
16	-1.2	-22.2%	-22.8%	-4.9%	36.5%	44.7µM*	·	?	-5.0%	O=C(O)c1ccc(Cn2ccc3ccccc32)o1
17	1.0	-1.8%	-18.8%	-7.0%	33.1%	-8.6%	6.6%[59 µM]	-0.3%	1.0%	COc1cccc(C(C(=O)NC2CCCC2)N(Cc2ccc(C)cc2)C(=O)c2ccco2)c1OC (centres undefined)
18	-3.7	1.0%	-9.0%	5.7%	-1.7%	2.1%	-25.4%[12.7 µM]	-0.9%	-1.1%	COc1cccc(N(CC(=O)NCC2CCCO2)C(=O)CNS(=O)(=O)c2ccccc2)c1 (centres undefined)
19	-0.1	-1.5%	-25.2%	-5.2%	?	-8.4%	15.8µM*	-10.3%	-30.5%	CCOC(=O)c1c(-c2ccc(F)cc2)csc1NC(=O)C1CC=CCC1C(=O)O (centres undefined)
20	-1.4	-1.6%	-11.3%[11.4 µM]	9.4%	35.6%	-0.7%	-2.4%	0.9%	1.5%	CCCCOC(=O)Nc1nc2ccc([N+](=O)[O-])cc2s1
21	7.3	-0.2%	6.3%	0.5%	29.0%	-18.2%	-2.8%[59 µM]	0.1%	-2.7%	Cc1ccccc1-n1ncc2c(SCC(=O)NC3CCCC3)ncnc21
22	2.2	-1.0%	-14.0%	-2.4%	-20.0%	-14.8%	22.8%[59 µM]	0.5%	5.1%	Nc1cc(N)nc(SCC(=O)Nc2ccccc2N2CCOCC2)n1
23	-14.8	5.0%	?	-0.6%	-3.6%	-6.7%	·	10.2%	·	COc1ccc(Cl)cc1NC(=O)c1cccc([N+](=O)[O-])c1O
24	-10.2	-3.3%	-16.0%[11.4 µM]	-4.4%	44.7%[activator]	-14.1%	-17.7%[59 µM]	-12.6%	-4.6%	CCOC(=O)C1=C(C)N=C2SC(C)C(=O)N2C1c1ccc(OC(C)=O)c(OC)c1 (centres undefined)
25	-0.4	-1.3%	-32.1%	0.7%	46.0%[activator]	12.5%	-1.6%[59 µM]	-3.9%	-0.9%	Cc1ccc(-n2nnc3c(sc4nc(C)c(C)cc43)c2=O)cc1Cl
26	-1.8	2.3%	-10.8%	i	16.4%	4.8%	4.5%[59 µM]	5.6%	9.7%	COC(=O)C1(C)NC(c2cccs2)C2C(=O)N(c3ccccc3F)C(=O)C21 (centres undefined)
27	-1.7	21.9%	10.3%	-5.0%	65.4%[activator]	-21.2%	19.8%[59 µM]	7.2%	-2.0%	CC1CCN(c2nc3c(S(=O)(=O)c4ccc(Cl)cc4)nnn3c3ccsc23)CC1
28	4.1	-4.5%	-14.6%	i	-3.4%	-2.3%	-2.7%	0.7%	-7.1%	CCCCOC(=O)c1ccc(NC(=O)C(=O)NCCN(CC)CC)cc1
29	3.8	-9.6%	-11.1%	i	18.9%	0.2%	9.6%[59 µM]	2.2%	13.5%	CC1CC(C)CN(C(=O)/C=C/c2ccc(S(=O)(=O)N3CCOCC3)cc2)C1 (centres undefined)
30	0.9	-5.5%	-4.6%	8.0%	26.9%	-6.1%	9.5%[12.7 µM]	-1.7%	3.0%	Cc1nn(C2CCS(=O)(=O)C2)c(C)c1CN(C)C(=O)c1cccc(Cl)c1 (centres undefined)
31	-1.3	14.6%	-13.1%	-6.7%	25.3%	-22.5%	8.4%[0.501 µM]	2.5%	-3.6%	CCn1c(=NC(=O)CS(=O)(=O)c2ccccc2)sc2cccc(OC)c21
32	20.5	-0.3%	-7.3%	-3.3%	6.7%	1.2%	-4.5%[59 µM]	16.4%	7.2%	O=C(O)C1C2CCC(C2)C1C(=O)NCCCn1ccnc1 (centres undefined)
33	0.2	-0.2%	-25.5%	-2.6%	-15.3%	-18.1%	8.91µM*	7.8%	6.9%	O=C(NC(=S)NNC(=O)c1ccccc1[N+](=O)[O-])c1ccc(Br)cc1
34	-1.1	-4.4%	-8.1%	-2.9%	30.4%	-8.7%	-9.7%[12.7 µM]	1.5%	-6.8%	CN(CC(=O)Nc1ccccc1Br)C(=O)c1sccc1-c1ccccc1
35	0.7	1.2%	-4.6%	-7.1%	46.3%[activator]	-20.0%	-6.3%	3.8%	-18.3%	COCC(=O)N1CCC(Oc2ccc(C(=O)NC(C)c3nc(C)sc3C)cc2)CC1 (centres undefined)
36	-2.4	22.6%	-2.8%	i	32.7%	-11.1%	?	5.5%	-28.1%	Cc1cc(C)nc(SCC(=O)OCC(=O)Nc2nc3ccccc3s2)n1

An excerpt from above in order of formula weight, lowest first:
entry	PI4K2A inh	Pin1 inhibitor	JMJD2A Tudor	Tb PGK inh	HP1b binding inh	Pol eta inh	G9a inh	GLS inh	BAZ2B inh	smiles
28	4.1	-4.5%	-14.6%	i	-3.4%	-2.3%	-2.7%	0.7%	-7.1%	CCCCOC(=O)c1ccc(NC(=O)C(=O)NCCN(CC)CC)cc1
26	-1.8	2.3%	-10.8%	i	16.4%	4.8%	4.5%[59 µM]	5.6%	9.7%	COC(=O)C1(C)NC(c2cccs2)C2C(=O)N(c3ccccc3F)C(=O)C21 (centres undefined)
29	3.8	-9.6%	-11.1%	i	18.9%	0.2%	9.6%[59 µM]	2.2%	13.5%	CC1CC(C)CN(C(=O)/C=C/c2ccc(S(=O)(=O)N3CCOCC3)cc2)C1 (centres undefined)
30	0.9	-5.5%	-4.6%	8.0%	26.9%	-6.1%	9.5%[12.7 µM]	-1.7%	3.0%	Cc1nn(C2CCS(=O)(=O)C2)c(C)c1CN(C)C(=O)c1cccc(Cl)c1 (centres undefined)
34	-1.1	-4.4%	-8.1%	-2.9%	30.4%	-8.7%	-9.7%[12.7 µM]	1.5%	-6.8%	CN(CC(=O)Nc1ccccc1Br)C(=O)c1sccc1-c1ccccc1
35	0.7	1.2%	-4.6%	-7.1%	46.3%[activator]	-20.0%	-6.3%	3.8%	-18.3%	COCC(=O)N1CCC(Oc2ccc(C(=O)NC(C)c3nc(C)sc3C)cc2)CC1 (centres undefined)
27	-1.7	21.9%	10.3%	-5.0%	65.4%[activator]	-21.2%	19.8%[59 µM]	7.2%	-2.0%	CC1CCN(c2nc3c(S(=O)(=O)c4ccc(Cl)cc4)nnn3c3ccsc23)CC1
